# Assay outcomes as filed in PubChem BioAssay.
# DNMT1 inh – DNMT1 (human) enzyme inhibition. P26358. DNMT1 molecular beacon, Hinp1I cleavage, fluorescence. inhibition (reported as % activation of signal), % at 10 µM. hit rate 0.83% among 360,000; in the data active = inhibition above about 50%
# Target sequence (P26358 504-1616 limits assumed): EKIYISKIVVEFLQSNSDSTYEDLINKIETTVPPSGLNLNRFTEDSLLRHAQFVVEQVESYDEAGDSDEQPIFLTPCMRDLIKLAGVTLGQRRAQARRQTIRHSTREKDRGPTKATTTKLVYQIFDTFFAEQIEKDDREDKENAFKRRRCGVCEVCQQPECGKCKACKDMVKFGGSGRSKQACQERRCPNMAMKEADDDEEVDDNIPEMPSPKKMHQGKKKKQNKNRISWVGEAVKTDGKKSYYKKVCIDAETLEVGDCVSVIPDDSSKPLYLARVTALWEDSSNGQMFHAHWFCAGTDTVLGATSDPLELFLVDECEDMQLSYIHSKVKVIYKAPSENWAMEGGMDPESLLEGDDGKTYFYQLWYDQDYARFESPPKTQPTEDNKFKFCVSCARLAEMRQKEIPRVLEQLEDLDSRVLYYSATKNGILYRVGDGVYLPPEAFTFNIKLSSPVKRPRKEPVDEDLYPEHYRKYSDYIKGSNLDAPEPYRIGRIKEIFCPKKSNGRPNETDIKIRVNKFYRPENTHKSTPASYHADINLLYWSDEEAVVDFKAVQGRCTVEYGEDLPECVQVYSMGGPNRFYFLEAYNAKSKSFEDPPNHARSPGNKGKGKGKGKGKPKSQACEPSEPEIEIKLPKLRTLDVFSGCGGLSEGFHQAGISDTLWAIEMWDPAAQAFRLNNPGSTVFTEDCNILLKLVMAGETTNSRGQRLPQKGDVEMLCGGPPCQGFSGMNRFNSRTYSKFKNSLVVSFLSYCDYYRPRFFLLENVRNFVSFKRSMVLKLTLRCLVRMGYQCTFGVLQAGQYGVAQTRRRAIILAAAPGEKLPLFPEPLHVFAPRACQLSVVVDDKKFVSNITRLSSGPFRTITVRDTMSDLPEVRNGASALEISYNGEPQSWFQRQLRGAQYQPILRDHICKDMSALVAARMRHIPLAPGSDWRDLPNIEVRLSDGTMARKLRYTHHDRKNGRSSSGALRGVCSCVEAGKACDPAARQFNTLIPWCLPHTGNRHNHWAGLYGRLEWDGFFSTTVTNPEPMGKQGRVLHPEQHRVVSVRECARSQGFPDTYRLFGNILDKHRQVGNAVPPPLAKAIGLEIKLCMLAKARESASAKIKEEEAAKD
# Neddylation inh – cullin neddylation inhibition; P61081+Q13564; TR-FRET cullin neddylation, biochemical; calls only at 25 µM; hit rate 0.58% among 360,000; in the data active = inhibition above about 36%
# CSN deneddyl inh – inhibitors of human CSN-mediated cullin deneddylation; Q92905; Purified CSN, SCF-Nedd8-OG deneddylation, fluorescence polarization; inhibition, % at 12.5 µM; hit rate 0.38% among 360,000; AID 651999;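 active = pattern-corrected inhibition above about 35%, with an unprinted fluorescence ratio check between 0.5 and 1.5, limit read from the data, passing the limit was not always enough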;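 also: 0% = enzyme with substrate and 100% = substrate without enzyme; some results filed as inactive read as strong as hits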
#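 Test system: Human Csn5 produced in HEK293T cells | Compound: 12.5 µM single point | Times: 90 min, room temperature | Signal: Fluorescence polarization readout | Read-out basis: % inhibition of substrate cleavage by Csn5 | Controls: no-enzyme wells high, enzyme-with-substrate wells low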
# Rpn11 inh – Rpn11 (human) deubiquitinase inhibition; human 26S proteasome, Ub4-pepOG fluorescence polarization; 20S core pre-blocked with epoxomicin; calls only at 20 µM; hit rate 0.59% among 360,000;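 active = inhibition at 20 µM, scaled to each plate's controls, above about 33%, limit read from the data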
# NadD block – blocks S. aureus nicotinate mononucleotide adenylyltransferase; inhibition, % at 20 µM; purified NadD enzyme, colorimetric absorbance read-out; hit rate 0.78% among 360,000; in the data active = inhibition above about 26%; also: some compounds past the cut are filed as inactive
# STEP block – blocks human striatal-enriched tyrosine phosphatase; recombinant STEP, OMFP fluorogenic substrate, fluorescence; inhibition, % at 20 µM; hit rate 0.25% among 360,000; AID 588621;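 active = inhibition at 20 µM, scaled per plate between control wells, above about 37%, limit read from the data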;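 also: 0% = DMSO with enzyme and substrate and 100% = substrate only without enzyme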
#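 Assay system: isolated STEP enzyme / Timing: 20 min at room temperature, dark / Doses: 20 µM, 1% DMSO / Technique: fluorescence intensity, excitation 480 nm, emission 540 nm / Reagent: fluorogenic phosphatase substrate OMFP at 25 µM final / Measure: percent inhibition scaled to no-enzyme and uninhibited-enzyme controls, plate-pattern corrected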
# Scp-1 inhibitor – blocks human Scp-1 phosphatase activity; Recombinant Scp1, phosphopeptide, malachite green phosphate absorbance; inhibition, % at 20 µM; hit rate 0.88% among 340,000; AID 493091;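 active = inhibition above about 50% at 20 µM, limit read from the data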;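 also: plate controls were DMSO wells with enzyme for no effect and wells lacking enzyme for full effect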
#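 Test system: SCP-1 catalytic domain; Buffer or medium: Acidic Tris acetate buffer with magnesium and detergent; Also added: Phosphorylated 17-residue peptide substrate; Compound: single 20 µM dose, 1% DMSO; Schedule: enzyme reaction 45 min at room temperature, colour 5 min, stabilisation 30 min; Signal: Phosphate-binding colour reagent, absorbance read at 630 nm.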
# LMPTP inh – LMPTP (human) inhibition | P24666 | recombinant LMPTP-A, OMFP fluorogenic substrate, fluorescence intensity | inhibition, % at 20 µM | hit rate 0.22% among 360,000 | AID 651560;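 active = compounds that cut the enzyme signal by at least half of the control window in the single-dose screen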;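 also: plate controls were DMSO wells with enzyme plus substrate for no effect and substrate without enzyme for full effect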
#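 Buffer or medium: Bis-Tris pH 6.0, DTT, detergent; Assay system: LMPTP-A enzyme; Quantity: 0.625 nM enzyme; Detection: endpoint fluorescence intensity; Times: 50 min dark incubation at room temperature; Controls: substrate-only low control, DMSO enzyme-plus-substrate high control; Doses: single 20 µM dose; Read-out: percent inhibition versus substrate-only and uninhibited controls; Reagent: 400 µM OMFP.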
# SUMO1-SIM PPI – alters human SUMO1 binding to SIM partners; P63165; SUMO1 binding to a labelled peptide, TR-FRET, 1 h; inhibition, % at 20 µM; hit rate 0.33% among 360,000; in the data active = inhibition above about 37%
# Rin1 Abl inh – blocks binding of human Rin1 to Abl | TR-FRET Rin1/Abl binding, biochemical | inhibition, % at 7.35 µM | hit rate 0.4% among 360,000 | AID 588664; in the data active = inhibition above about 5%, passing the limit was not always enough
# * hit, by the source's call; i = inactive; / = not tested or not shown.
# Screens in order: DNMT1 inh	Neddylation inh	CSN deneddyl inh	Rpn11 inh	NadD block	STEP block	Scp-1 inhibitor	LMPTP inh	SUMO1-SIM PPI	Rin1 Abl inh
Cc1cccc(NC(=O)C2CC(=O)OC23CCCC3)c1 (stereo not drawn)
    37	i	-2	i	0	4	4	4.8	2	-2
N#C/C(=C(/O)COC(=O)CCc1ccc(S(=O)(=O)N2CCOCC2)cc1)c1nc2ccccc2[nH]1
    -4	i	9	i	27	-1	-6	4.2	22	2
C/C(=N\NC(=O)c1ccc(N/N=C(\C)c2ccncc2)cc1)c1ccncc1
    4	i	-1	i	-12	1	-34	5.1	-11	-1
CC(c1nc2ccccc2[nH]1)n1c(=O)c(-c2ccco2)nc2ccccc21 (stereo not drawn)
    /	i	20	/	/	/	/	1.1	-7	/
O=[N+]([O-])c1ccc(CN2CC(N3CCN(CC4CC4)CC3)CS2(=O)=O)cc1 (stereo not drawn)
    -1	i	6	i	2	-1	/	0.3	-22	-6
Cc1cccn2cc(-c3ccc(F)cc3)nc12
    -2	i	-1	i	7	-4	-4	0.7	-3	-5
CC(O)C(O)C(O)C(O)C1NCCS1 (stereo not drawn)
    -1	i	7	i	5	-6	-5	-1.6	-1	0
CCN(CC)CCCN=Cc1c(O)n(-c2ccccc2C)c(=O)c2ccccc12
    -2	i	7	i	2	5	1	-8.7	-13	1
CCC(c1nnnn1-c1c(C)cccc1C)N1CCN(CC)CC1 (stereo not drawn)
    /	i	0	/	-3	/	/	-2.7	0	/
CCNC(=O)NC(=O)CSc1nc2ccccc2n1CC(C)C
    -2	i	-4	i	-4	-2	-4	-0.6	2	2
COc1ccc2[nH]c(C(=O)O)c(CCN3C(=O)c4cccc([N+](=O)[O-])c4C3=O)c2c1
    -1	i	-1	i	-3	3	27	2.4	-20	3
Cn1c(SCC(=O)n2c3c(c4ccccc42)CCCC3)nnc1-c1ccccc1
    -6	i	4	i	17	5	9	6.3	-4	-1
O=C(CSc1ncn(-c2ccccc2)n1)Nc1ccc(Br)cn1
    -5	i	-1	i	2	1	0	0.7	3	-1
COc1ccccc1CNC(=O)COC(=O)c1nc(Cl)ccc1Cl
    1	i	1	i	1	-1	-1	2.4	3	2
Cc1cc(C)nc(SCc2cn3cc(Cl)ccc3n2)n1
    -3	i	-3	i	2	0	-2	0.3	-3	-1
CCOC(=O)N1CCN(CC(O)COC2CC(C)CC(C)(C)C2)CC1 (stereo not drawn)
    -5	i	-7	i	-6	0	-5	-1.0	-2	0
COc1ccc(C)c(S(=O)(=O)Nc2ccc(OCC(=O)O)cc2)c1
    -7	i	5	i	5	0	0	-0.8	3	-2
CCOc1ccc(CCN2C(=O)CCC2(C)C(=O)NC(C)CC)cc1OCC (stereo not drawn)
    -1	i	1	i	-4	-1	-6	-0.5	-5	0
O=C(CSc1nc(=O)n2ccccc2n1)Nc1ccc2c(c1)OCCO2
    0	i	-1	i	-8	-1	-6	-1.4	3	0
O=C(O)c1cccc(S(=O)(=O)Nc2ccc([N+](=O)[O-])cc2O)c1
    -3	i	1	i	-6	0	2	-0.8	-2	-1

# (further entries)
# Screens in order: DNMT1 inh	Neddylation inh	CSN deneddyl inh	Rpn11 inh	NadD block	STEP block	Scp-1 inhibitor	LMPTP inh	SUMO1-SIM PPI	Rin1 Abl inh
NC(=S)N/N=C\c1ccccc1OCc1ccccc1
    -3	i	-14	i	3	-1	0	1.5	-2	3
CC(C)CC(=O)N1CCN(c2ccc([N+](=O)[O-])c(NCc3ccccc3)c2)CC1
    -3	i	5	i	0	4	-7	5.9	-26	-7
CC1CN(S(=O)(=O)c2cc(C(=O)N(CCc3ccccc3)Cc3ccccc3)ccc2Cl)CC(C)O1 (stereo not drawn)
    -2	i	-2	i	-2	0	-10	-4.6	-19	0
O=[N+]([O-])c1ccc(N2CCN(c3ccc(Cl)nn3)CC2)c(Cl)c1
    -1	i	-7	i	4	2	0	13	-10	-4
O=C(CSc1nnc(Cn2c(=O)sc3ccccc32)n1-c1ccccc1)NCc1ccco1
    1	i	2	i	1	3	-4	-0.8	5	3
CCn1c(SCC(=O)Nc2nc(C)c(C(=O)OC)s2)nnc1C(C)C
    0	i	2	i	-1	-2	3	0.3	1	0
Cc1ccc(C)c(NC(=O)CCc2ccc(C)o2)c1
    -2	i	0	i	-5	0	-5	-2.8	5	-4
CCn1cc(S(=O)(=O)c2cccc(C)c2)c(=O)c2cc(F)c(N3CCN(C)CC3)cc21
    0	/	0	i	-2	-2	-3	0.8	8	1
CCOC(=O)c1c[nH]n(-c2ccc(C)cc2)c1=O
    -2	i	-3	i	-5	4	-4	0.1	0	0
CC1(NC(=O)CCS(=O)(=O)c2ccc(Cl)cc2)CCS(=O)(=O)C1 (stereo not drawn)
    1	i	-1	i	-2	-3	5	-2.1	-2	3
CCCCN(C(=O)NC(=O)Nc1cc(C)ccc1C)S(C)(=O)=O
    0	i	2	i	-8	-3	-9	-1.0	3	4
CC(=O)NN=C(C)c1ccc(NC(=O)C2CC2)cc1
    1	i	5	i	-1	-3	/	-2.4	-1	2
COc1ccc2nc(SCC(=O)Nc3nccs3)[nH]c2c1
    1	i	7	i	-2	2	-5	-2.0	5	2
CC1OC(OCC2OC(Oc3c(-c4ccc(O)cc4)oc4cc(O)cc(O)c4c3=O)C(O)C(O)C2O)C(O)C(O)C1O (stereo not drawn)
    15	i	13	i	2	3	39	2.3	0	12
COc1ccc(-c2cc(CN3C(=O)c4ccccc4C3=O)on2)cc1
    -1	i	1	i	-2	-5	-7	-0.1	-2	-5
Cc1cc(C)n2nc(SCc3cccc(F)c3)nc2n1
    0	i	1	i	-6	3	-9	-1.1	-6	-3
Cc1cc(CN2CCCC(C(=O)Nc3ccc(-c4nc5ccccc5[nH]4)cc3)C2)n[nH]1 (stereo not drawn)
    -3	i	0	i	-7	3	-2	6.5	9	-4
O=c1cc(-c2ccco2)oc2c1ccc1ccccc12
    65*	i	39*	i	0	2	16	6.9	10	-2
CCOC(=O)c1ccc(N/C=C/C(=O)c2ccc(OC)c(OC)c2)cc1
    -10	i	101*	i	-8	20	0	0.8	-10	-4
CCCNC(=O)C1(C)CCN1C(=O)Cc1ccc(C(C)(C)C)cc1 (stereo not drawn)
    -1	i	-4	i	5	0	/	-0.6	-2	4

# (listing goes on)
# Screens in order: DNMT1 inh	Neddylation inh	CSN deneddyl inh	Rpn11 inh	NadD block	STEP block	Scp-1 inhibitor	LMPTP inh	SUMO1-SIM PPI	Rin1 Abl inh
CCOC(=O)c1c(-c2ccc(C)o2)csc1NC(=O)CSc1nnnn1-c1ccccc1
    -1	i	1	i	14	0	-12	2.8	4	-2
COc1ccccc1NC(=O)c1c(NC(=O)CCC(=O)O)sc2c1CCCCC2
    -5	i	3	i	-3	7	6	-0.2	-13	-4
O=C(O)CCCCCCCCCCC1CCC(O)C1O (stereo not drawn)
    -2	i	3	i	0	-4	-8	-2.5	4	0
COc1ccc(-c2nc3cc(C)ccn3c2NCC2CCCO2)cc1OC (stereo not drawn)
    1	i	4	i	2	-4	-9	0.4	-2	-5
CC1CCN(c2c(NCC3CCC(C(=O)Nc4ccccn4)CC3)c(=O)c2=O)CC1 (stereo not drawn)
    3	i	5	i	3	-2	3	2.9	4	2
OCCCn1c(C2CCCN2c2nc(-c3ccc(Cl)cc3)cs2)nc2cc(C(F)(F)F)ccc21 (stereo not drawn)
    -14	i	2	i	14	29	-5	5.3	-3	4
CCc1cc2c(SCC(=O)c3ccc(C)cc3)ncnc2s1
    -1	i	-1	i	7	-2	5	1.1	-4	-34
COc1ccc(NC(=O)C(NC(=O)c2ccccc2)C(C)C)cc1 (stereo not drawn)
    0	i	3	i	-5	-2	-10	-2.2	0	-2
O=C(/C=C/c1cccs1)c1cc(Cl)ccc1O
    8	i	17	i	-8	2	-6	1.4	-3	1
COc1ccccc1Cc1c(-c2ccc(OC)c(OC)c2)nc2c(C)cc(Br)cn12
    -3	i	8	i	4	-1	/	3.0	-10	-15
CCOC(=O)Cc1csc(NC(=O)c2cccc(N3C(=O)CCC3=O)c2)n1
    1	i	-3	i	4	2	-9	-0.5	1	2
C=CCSc1nc2ccccc2c2nc(-c3ccccc3)nn12
    7	i	1	i	-5	1	0	-2.0	4	-1
COc1ccc(/C=C2\SC(=S)N(CCC(=O)Nc3cccc(O)c3)C2=O)cc1
    3	i	-1	i	7	-2	0	-1.9	-3	-5
CCOC(=O)N1CCN(C(=O)CN(c2cccc(C)c2)S(=O)(=O)c2ccc(C)cc2)CC1
    -1	i	1	i	-7	0	-4	-1.1	-7	0
COc1cccc(-c2c(C(=O)N/N=C/c3ccoc3)nnn2-c2nonc2N)c1
    1	i	-1	i	-3	-2	1	-0.5	-3	3
COCC(=O)N(C)C[C@H]1Oc2ncc(Br)cc2C(=O)N([C@@H](C)CO)C[C@H]1C
    8	i	2	i	-4	-2	/	-1.6	2	0
O=C(O)Cc1ccc(NC(=O)c2cccs2)cc1
    4	i	1	i	1	-1	-6	0.0	-1	-3
CCOCCOC(=O)c1ccc(-n2cnc(C)n2)nc1
    0	i	2	i	-4	2	-3	-1.2	0	-2
CCc1ccc(NC(=O)COc2ccc(F)cc2C(=O)c2cnn(-c3ccccc3)c2)cc1
    -10	i	1	i	-4	-2	-7	4.1	1	0
CCOCCCNC(=O)CCSc1ccc(C)cc1
    1	i	2	i	0	-2	-3	-1.6	-2	0

# Looked up by structure from the list above (2):
# Screens in order: DNMT1 inh	Neddylation inh	CSN deneddyl inh	Rpn11 inh	NadD block	STEP block	Scp-1 inhibitor	LMPTP inh	SUMO1-SIM PPI	Rin1 Abl inh
CCc1ccc(NC(=O)COc2ccc(F)cc2C(=O)c2cnn(-c3ccccc3)c2)cc1
    -10	i	1	i	-4	-2	-7	4.1	1	0
COc1ccc(-c2nc3cc(C)ccn3c2NCC2CCCO2)cc1OC (stereo not drawn)
    1	i	4	i	2	-4	-9	0.4	-2	-5

# (list continues)
# Screens in order: DNMT1 inh	Neddylation inh	CSN deneddyl inh	Rpn11 inh	NadD block	STEP block	Scp-1 inhibitor	LMPTP inh	SUMO1-SIM PPI	Rin1 Abl inh
Cc1ccc(SCC(=O)OCC(=O)NCCc2ccc(S(N)(=O)=O)cc2)c(C)c1
    -2	i	0	i	-6	3	-10	-0.1	5	1
O=C(CCC1CCN(Cc2ccccc2Cl)CC1)NC1CC1
    -1	i	8	i	1	0	1	-0.3	0	2
CCN(CC)Cc1c(O)ccc2c(=O)c(-c3ccccc3Cl)coc12
    0	/	4	i	-2	-2	3	-1.0	3	1
COC(=O)C[C@@H]1C=C[C@@H](NC(=O)NC2CCCC2)[C@@H](CO)O1
    /	i	1	/	/	/	/	-2.0	1	/
O=C(NCCc1ccc(Cl)cc1)c1cccc(S(=O)(=O)N2CCCC2)c1
    0	i	3	i	-9	3	/	-0.7	2	-2
O=C(Cn1ccc2cc(S(=O)(=O)N3CCCCC3)ccc21)NCc1ccccc1F
    -1	i	-7	i	-2	2	-6	4.6	5	-2
